Screening data from PubChem.
Tb PFK inh: T. brucei PFK enzyme inhibition; O15648; T. brucei PFK, ADP-Glo luminescence; Potency, µM (series often up to 57.5 µM), without a hit: at the highest dose activity, negative = inhibition, hits mostly inhibitors; 330,000 tested, 0.17% active; AID 485367;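 further: potency means the concentration at half of the fitted maximal effect; 0% = uninhibited 1x PFK enzyme wells and -100% = no-enzyme wells; nearly all actives have a fitted effect of over 60% in size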
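Compounds were pin-transferred as a titration series up to 57 uM into substrate buffer (0.5 mM F6P, 0.1 mM ATP, pH 8.0), then 1.25 nM PFK was added and reactions ran 45 min before ADP-Glo detection.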
Mito fusion act: mitochondrial division inhibition or fusion activation; Potency, µM (highest dose often 46.1 µM), for the others: at the top dose growth rescue (activation), most hits filed as activators; 320,000 tested, 0.23% active; S. cerevisiae fusion-defective mutant growth rescue, CellTiterGlo 48 h;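 further: potency means the concentration at half of the fitted maximal effect; % of control where 0% means no effect; nearly all actives have a fitted effect of over 45% in size; temperature-sensitive fusion mutants such as fzo1-1 at 37 °C on non-fermentable ethanol glycerol medium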
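Luminescent cell viability in 1536-well qHTS format served as the measure of rescued growth in ts fusion-mutant S. cerevisiae cultured on non-fermentable YPEG for 48 hours at 37C.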
TCR act: activates T cell receptor signaling; primary human leukocytes, anti-CD3, IL-2 HTRF, 48 h; 330,000 tested, under 10 active; Potency, µM (doses to about 9.22 µM), without a hit: top-dose activation of IL-2 secretion, usual class: activators; AID 504894; further: % of control where 0% means no effect
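Primary human leukocytes receive a-CD3 beads and test compound and are incubated 48 hr. Secreted IL-2 is then assayed by HTRF, measuring 665nm acceptor emission after 320nm excitation of the europium donor.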
AT treatment: candidate therapy for ataxia-telangiectasia; Potency, µM (titrated, usually from 57.5 µM), inactives show at the top dose activation, hits mostly activators; 320,000 tested, 0.19% active; […] A-T fibroblasts, KAP-1 phosphorylation AlphaLISA; neocarzinostatin DNA damage 30 min before lysis; AID 485349; further: potency means the concentration at half of the fitted maximal effect; % of control where 0% means no effect; nearly all actives have a fitted effect of over 45% in size
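ATM-like activity read as KAP-1 phosphorylation via AlphaLISA donor/acceptor antibody pairs after lysis and 6 hr at 25C. Cells were ATM-null patient fibroblasts ([…], hTERT), dosed 60 min, then exposed to the DSB inducer NCS for 30 min.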
BCR signal inh: chronic active BCR signaling inhibition. ABC-DLBCL IkBa-CBG/CBR reporter, luminescence ratio, 4 h. Potency, µM (titrated, usually from 46.1 µM), without a hit: at the top dose ratio change, negative = lower green/red ratio, actives largely listed as inhibitors. 340,000 tested, 0.05% active; active means well fitted inhibition curve with a large enough effect in the signal ratio, with a control signal flat, not every such curve was filed as active; inconclusive means small, poorly fitted or top-dose-only effect, or effect the other way, or a change in a side signal; the % refers to the signal ratio;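 further: potency means the concentration at half of the fitted maximal effect; plate controls were basal doxycycline-induced cells for no effect and cells given 10 µM MG132 for full effect; MG132 reads +100%, hits lower the ratio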
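TMD8 ABC-DLBCL cells carrying doxycycline-inducible green luciferase fused to IkappaBalpha plus unfused red luciferase were exposed to compounds (up to 46 uM) for 4 hrs at 37C. Activity came from the overlap-corrected green/red luminescence ratio.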
ELG1 DNA repair: ELG1-dependent DNA repair inhibition. HEK293T ELG1-luciferase reporter, luminescence, 16 h; DNA damage induced by 5-fluorouridine. Potency, µM (top dose mostly 46.1 µM), for the others: top-dose activity change, negative = inhibition, most hits filed as inhibitors. AID 504467. 330,000 tested, 2.3% active; further: potency means the concentration at half of the fitted maximal effect; on the % scale 0 is the no-effect control and ±100 the full control effect; nearly all actives have a fitted effect of over 55% in size
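5-Fluorouridine DNA damage + compound/DMSO, 2,000 cells/well, 16 h, 37 °C/5% CO2. ONE-Glo, 30 min RT, luminescence. Readout = decrease in reporter signal.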
TSHR antag: blocks TSH signaling through the human TSH receptor | P16473 | TSHR-expressing cells, TSH-stimulated cAMP HTRF, 2 h; active compounds read low | activity change, negative = inhibition, % at 11.5 µM | 330,000 tested, 0.2% active;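 active means activity change below a set negative limit, meaning inhibition stronger than a set level, cut at about -70% in these data; inconclusive means activity change between two set negative limits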; further: on the % scale 0 is the no-effect control and ±100 the full control effect
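Antagonism was scored as loss of TSH-driven cAMP in TSHR cells, stimulated with 4nM TSH (EC80) for 2 hours at 37 deg C and detected by homogeneous HTRF competition immunoassay.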
PTAP TSG101 blk: blocks PTAP/TSG101 interaction to inhibit HIV-1 budding | Q99816 | Fluorescence polarization, FITC-PTAP peptide / Tsg101 binding | Potency, µM (series often up to 115 µM), for inactives: at the top dose activity change, negative = inhibition, usual class: inhibitors | 340,000 tested, under 10 active | AID 493005; active means well fitted inhibition curve with a large enough effect in the main read-out, with a control signal flat, not every such curve was filed as active; inconclusive means small, poorly fitted or top-dose-only effect, or effect the other way, or a change in a side signal; inactive means no such curve, though single readings can be large or run the other way; further: potency means the concentration at half of the fitted maximal effect; % of control where 0% means no effect
Target sequence (Q99816 whole entry, looked up): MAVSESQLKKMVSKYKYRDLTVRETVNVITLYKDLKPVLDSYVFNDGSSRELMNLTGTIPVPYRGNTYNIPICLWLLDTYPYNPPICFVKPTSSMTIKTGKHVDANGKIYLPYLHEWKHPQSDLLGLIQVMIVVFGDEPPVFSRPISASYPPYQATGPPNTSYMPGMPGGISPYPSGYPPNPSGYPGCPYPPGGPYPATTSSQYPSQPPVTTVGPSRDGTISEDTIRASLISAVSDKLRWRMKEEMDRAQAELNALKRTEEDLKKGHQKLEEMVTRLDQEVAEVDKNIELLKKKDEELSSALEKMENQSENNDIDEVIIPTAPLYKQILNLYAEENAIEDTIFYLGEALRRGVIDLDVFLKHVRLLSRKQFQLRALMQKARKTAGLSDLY
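Steps: Tsg101 binding domain dispensed (10 uM final), compounds pinned in DMSO, FITC-labeled PTAP-motif peptide added (50 nM final); after 20 min binding at room temperature, polarization measured.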
Eya2 inh: blocks the phosphatase activity of human Eya2; O00167; recombinant Eya2, OMFP fluorescence dephosphorylation (OMFP is methylfluorescein phosphate); Potency, µM (titrated, usually from 76.9 µM), for the others: top-dose activity, negative = inhibition, hits mostly inhibitors; 330,000 tested, 0.006% active; further: potency means the concentration at half of the fitted maximal effect; on the % scale 0 is the no-effect control and ±100 the full control effect
Target sequence (O00167 whole entry, looked up): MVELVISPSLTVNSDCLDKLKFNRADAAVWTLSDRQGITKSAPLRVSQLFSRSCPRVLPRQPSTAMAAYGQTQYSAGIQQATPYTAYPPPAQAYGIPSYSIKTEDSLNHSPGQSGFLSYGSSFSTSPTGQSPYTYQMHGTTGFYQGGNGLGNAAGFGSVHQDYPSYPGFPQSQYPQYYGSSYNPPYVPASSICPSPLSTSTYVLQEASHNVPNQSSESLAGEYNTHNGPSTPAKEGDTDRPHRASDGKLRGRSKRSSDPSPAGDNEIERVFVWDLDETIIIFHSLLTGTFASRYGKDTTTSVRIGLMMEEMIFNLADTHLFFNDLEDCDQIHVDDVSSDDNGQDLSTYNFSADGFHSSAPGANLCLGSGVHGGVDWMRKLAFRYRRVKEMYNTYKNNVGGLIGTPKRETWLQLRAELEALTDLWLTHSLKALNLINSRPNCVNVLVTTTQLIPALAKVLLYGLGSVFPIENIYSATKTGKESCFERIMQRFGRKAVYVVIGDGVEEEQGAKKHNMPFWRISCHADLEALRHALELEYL
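Eya2 protein (added as 0.2 uM solution) was preincubated with compound for 10 min at ambient temperature in 50 mM HEPES pH 7.5, 50 mM NaCl, 5 uM MgCl2, 0.05% BSA, 1 mM DTT. OMFP (added at 50 uM) then reacted 10 min; fluorescence read at 485/525 nm.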
ASM inhibitor: human S-ASM enzyme inhibition; Potency, µM (highest dose often 57.5 µM), without a hit: top-dose activity change, negative = inhibition, actives largely listed as inhibitors; 340,000 tested, 0.006% active; AID 504937; placental ASM, HMU-PC fluorogenic substrate, 60 min; further: potency means the concentration at half of the fitted maximal effect
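qHTS format. ASM enzyme prepared from human placenta hydrolyses the fluorogenic substrate HMU-PC0 (9 uM final) over 60 min at 37 °C after a 10 min compound preincubation.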
Integrin act MD: activators of alpha7 integrin expression for muscular dystrophy; alpha7betagal myoblasts, beta-gal FDG fluorescence, 48 h; 350,000 tested, 0.064% active; Potency, µM (highest dose often 38.3 µM), for the others: at the highest dose activation, actives largely listed as activators; AID 624291;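 further: potency means the concentration at half of the fitted maximal effect; 100% = response of the positive control SU9516; nearly all actives have a fitted effect of over 60% in size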
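Alpha7betagal+/- myoblasts (passage 13) were plated 16-24 hr, then exposed to compounds (1:260 dilution of DMSO stock) for 48 hours at 37C. After MPER lysis, β-galactosidase reporter activity was read as FDG fluorescence (ex 480/em 540) after 30 minutes.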
Numbers without * were called inactive; ? = inconclusive; . = no result given; [ ] = another dose, or the depositor's remark. Unless noted, the call rests on the fitted dose curve; in most records, active means well fitted curve in the direction sought with a large enough effect; inconclusive means small, poorly fitted or top-dose-only effect, or another doubt; inactive means no such curve, though single readings can be large; an effect the other way counts as inactive or inconclusive.

SMILES	Tb PFK inh	Mito fusion act	TCR act	AT treatment	BCR signal inh	ELG1 DNA repair	TSHR antag	PTAP TSG101 blk	Eya2 inh	ASM inhibitor	Integrin act MD
NC(=S)N/N=C/c1ccccc1O	0%	3%	8%	-3%	2%	4%	-4	-4%	2%	.	?
CCn1c(Cc2ccccc2)nnc1SCC(=O)NC1CC1	1%	-2%	-3%[46.1 µM]	-4%	-6%	?	-6	-2%	-1%	1%	-17%
COC(=O)[C@]1(C)N[C@H](CN(C)S(=O)(=O)c2ccc(C(F)(F)F)cc2)[C@@H]2C(=O)N(C)C(=O)[C@@H]21	0%	.	0%	-2%	-6%	1%	7	5%	-6%	4%	30%
COCC1CCN(Cc2c(C(=O)N3CCc4ccccc4C3)nc3ccc(Cl)cn23)C1 (configuration not stated)	5%	1%	0%	3%	0%	-4%	-2	?	-1%	5%	4%
Cc1nc2ccccc2[nH]c1=O	1%	1%	-5%	-11%	8%	?	17	1%	-15%	11%	?
CCOc1cc(CNc2ccc(N(C)C)cc2)cc(Br)c1OCC(=O)NC(C)(C)C	-20%	-3%	12%	-11%	0%	?	-76*	-2%	-21%	4%	-58%[inhibitor]
O=C(CNC(=O)c1ccc(Br)o1)Nc1cccc(-c2cnc3ccccc3n2)c1	0%	-4%	-1%	14%	?	1%	-4	-1%	-17%	1%	-11%
CC(=O)Nc1ccc(NC(=O)COC(=O)c2c3c(nc4ccccc24)CCN(Cc2ccccc2)C3)cc1	0%	-3%	-5%[46.1 µM]	2%	-1%	2.3µM*	5	0%	3%	-2%	16%
Cn1cc(/C=N/n2cnc3scc(-c4ccc(Cl)cc4)c3c2=O)c2ccccc21	2%	2%	1%	-9%	3.5µM*	-3%	10	-1%	3%	6%	-16%
C=CCNC(=S)Nc1ccccc1	-4%	-16%	5%	-6%	1%	10%	9	-6%	-23%	1%	-18%
CS(=O)(=O)c1cccc(-c2nnc(NC(=O)C3=COCCO3)o2)c1	0%	-7%	6%	8%	0%	2%	-7	-1%	3%	2%	6%
COc1ccc(Nc2ncc(C(=O)N3CCN(Cc4ccccc4)CC3)c3ccccc23)cc1	-15%	?	9%	18%	1%	16µM*	-11	-4%	3%	3%	-53%
CN1CCN(C(=O)C2CCN(S(=O)(=O)c3cnc[nH]3)CC2)CC1	-2%	1%	-7%	3%	?	11%	-7	-8%	-31%	3%	17%
C=CCSC1=C(C#N)C(c2ccccc2C)CC(=O)N1 (configuration not stated)	0%	6%	-4%	-4%	-4%	9%	-20	0%	19%	-2%	-6%
c1ccc(N2CCN(c3nc4ccccc4n4cnnc34)CC2)cc1	2%	18%	0%	2%	?	?	-6	-4%	14%	-21%	11%
COc1c(C)cccc1C(=O)NCCCNC(=O)c1ccc(C)nc1	0%	-4%	4%	9%	1%	-4%	-8	-7%	4%	3%	-10%
CC(C)(C)NC(=O)CCN(/N=C/c1ccncc1)C1=NS(=O)(=O)c2ccccc21	16%	0%	7%	10%	-10%	4%	-30	-1%	-3%	0%	-51%[inhibitor]
CC(=O)N1CCN(S(=O)(=O)c2cccc(C(=O)NCCc3ccc(Cl)cc3)c2)CC1	3%	-8%	1%	1%	-15%	4%	5	2%	-17%	-1%	9%
C/C(=N/NS(=O)(=O)c1ccc(F)cc1)c1ccc(NC(=O)c2ccc(C)o2)cc1	-1%	-4%	-2%	0%	-15%	?	-8	-5%	-5%	-4%	0%
CC(C)c1ccc2oc(=O)cc(CN3CCOCC3)c2c1	3%	22%	-6%	-8%	-12%	?	29	-2%	-2%	1%	-6%

Two entries picked at random from the list so far, as already listed:
SMILES	Tb PFK inh	Mito fusion act	TCR act	AT treatment	BCR signal inh	ELG1 DNA repair	TSHR antag	PTAP TSG101 blk	Eya2 inh	ASM inhibitor	Integrin act MD
CC(C)(C)NC(=O)CCN(/N=C/c1ccncc1)C1=NS(=O)(=O)c2ccccc21	16%	0%	7%	10%	-10%	4%	-30	-1%	-3%	0%	-51%[inhibitor]
COCC1CCN(Cc2c(C(=O)N3CCc4ccccc4C3)nc3ccc(Cl)cn23)C1 (configuration not stated)	5%	1%	0%	3%	0%	-4%	-2	?	-1%	5%	4%

(list continues)
SMILES	Tb PFK inh	Mito fusion act	TCR act	AT treatment	BCR signal inh	ELG1 DNA repair	TSHR antag	PTAP TSG101 blk	Eya2 inh	ASM inhibitor	Integrin act MD
CN(Cc1ccco1)C(=O)C1CCCN(c2ncnc3c2nc2n3CCCCC2)C1 (configuration not stated)	?	-7%	2%	-3%	4%	-1%	-11	-5%	-8%	-3%	-12%
Cc1ccc(CC(=O)O/N=C(\N)c2cccc([N+](=O)[O-])c2)cc1	-1%	-1%	-4%[46.1 µM]	4%	?	15%	-12	-1%	2%	1%	25%
C/C(CC(=O)Nc1ccccn1)=N\NC(=O)c1ccncc1	1%	6%	.	-4%	-16%	0%	-1	.	2%	.	.
CCN(CC)CCCn1c2c(c(SCC(=O)Nc3cccc(C(C)=O)c3)nc1=O)CCC2	10%	0%	0%	-18%	0%	10%	8	-4%	8%	-2%	3%
O=C(O)COc1ccccc1O	-2%	1%	-3%	15%	-4%	7%	3	-2%	5%	6%	42%[7.66 µM]
Cc1ccccc1NC(=O)C1c2cccc[n+]2CC(=O)N1c1c(C)cccc1C (configuration not stated)	1%	3%	-4%	-8%	?	2%	-9	-7%	3%	11%	3%
Cn1c(CNC(=O)CCNC(=O)c2cccc(Br)c2)cc(=O)n(C)c1=O	0%	-2%	-2%	?	-4%	9%	21	-10%	3%	6%	1%
Cc1onc(-c2c(F)cccc2Cl)c1C(=O)c1ccc(F)cc1	1%	-2%	5%	7%	-1%	-10%	-18	0%	7%	-2%	-13%
Cc1ccc(S(=O)(=O)N2CCCCC2CCNC(=O)C(=O)NC2CCCC2)cc1 (configuration not stated)	1%	6%	0%	-3%	8%	?	15	-3%	4%	-1%	20%
CC[C@]12c3[nH]c4ccc(OC)cc4c3CCN1C(=O)C(CC(=O)NCCC1=CCCCC1)C[C@@H]2C(=O)N1CCN(C(=O)C2CC2)CC1 (some centres not stated)	1%	.	-3%[46.1 µM]	5%	3%	-12%	-12	0%	-2%	9%	-8%
Cc1ccc(C)c(N2CCN(C(=O)CCc3nc(-c4ccccc4)no3)CC2)c1	-13%	.	2%[46.1 µM]	-4%	-6%	4%	-2	-3%	-3%	-8%	3%
O=C(C[C@H]1C/C=C\C[C@H](NC(=O)OCC2c3ccccc3-c3ccccc32)C(=O)OC[C@@H]2CCCN2C1=O)N[C@H](CO)Cc1ccccc1	1%	.	-1%	3%	0%	16%	45	-2%	-17%	2%	-5%
CC[C@@H](Nc1ncnc2c1oc1ccccc12)C(=O)O	6%	-3%	-5%	-1%	8%	7%	1	-1%	?	0%	34%
CC1CN(CCC(=O)Nc2ccccc2F)CC(C)O1 (configuration not stated)	4%	0%	-4%	7%	2%	-7%	6	0%	12%	6%	-1%
N#CCCN(C(=O)COC(=O)C12CC3CC(CC(O)(C3)C1)C2)c1ccc(F)cc1	0%	-2%	1%	-11%	-1%	6%	-19	-2%	22%	0%	15%
COc1ccc(C2NC(=O)NC3=C2CCc2ccccc23)cc1 (configuration not stated)	-2%	-4%	-5%	13%	?	-20%	-9	-11%	14%[15.4 µM]	142%[activator]	-3%
Cc1cc(NC(=O)CSc2nnc3ccccn23)no1	1%	-9%	-10%	-1%	2%	-3%	13	-1%	-11%	5%	-18%
CCc1ccc(-c2cc(C)no2)cc1S(=O)(=O)N1CCN(c2cc(C)ccc2C)CC1	-13%	8%	8%	3%	7%	?	-37	-11%	5%	-3%	-27%
Cc1ccccc1N1CCN(C2CCCN(C(=O)CN3CCCC3=O)C2)CC1 (configuration not stated)	-19%	3%	-5%	33%	?	2%	37	-3%	-15%	2%	?
C#CCOCCOCCOCCNc1nc(N2CCN(C(=O)[C@H]([C@@H](C)CC)n3cc([C@@H](N)CC(C)C)nn3)CC2)nc(N2CCN(C(=O)[C@H](Cc3cc4ccccc4[nH]3)n3cc([C@@H](N)C(C)CC)nn3)CC2)n1 (some centres not stated)	1%	2%	.	-3%	-2%	?	-1	.	-6%	.	.
